Ecoli WT expand: growth inhibitors of E. coli BW25113 wild type. OD600 absorbance. growth inhibition, % at 100 µM. actives 0.15% (n = 98,000);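 active means growth inhibition above about 50% at one test dose, limit read from the data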;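 further: growth measured after 20 h incubation at 37 °C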
PostGolgi yeast: growth inhibition of a yeast mutant, post-Golgi transport screen; inhibition, % at 10 µM; post-Golgi transport phenotypic cell assay; actives 0.9% (n = 98,000); AID 739;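 further: yeast cells grown in 1536-well plates; yeast grown about 18 h at 30C before absorbance read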
PTPN22 act: activators of human LYP (PTPN22) phosphatase. activation, % at 2 µM. Q9Y2R2. recombinant LYP, DiFMUP fluorescence; 0 = plate median, 100 = signal doubled. actives 0.11% (n = 96,000);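 active means activation at 2 µM above a set limit, the mean plus 5 SD, cut at about 37% in these data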
PTPN22 inh 2: LYP (human) phosphatase inhibition; recombinant LYP catalytic domain, DiFMUP fluorescence; inhibition, % at 2 µM; actives 0.21% (n = 96,000);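 active means inhibition at 2 µM at or above a set limit, the screen mean plus 3 SD, cut at about 24% in these data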;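 further: 0% = DMSO with enzyme and 100% = enzyme fully blocked by orthovanadate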
DAT uptake mod: human DAT dopamine uptake with cocaine, either direction. Q01959. LLC-PK1 hDAT cells, [14C]-dopamine uptake with cocaine IC80; actives deviate in either direction. AID 449768. B-score at 10 µM. actives 1.3% (n = 110,000);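 active means Z score or B-score, a plate-position-corrected score, falls beyond the plate's 99.7% confidence bounds, in either direction; inactive means both scores lie inside the 99.7% bounds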;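 further: scored against the spread of the other compound wells on the same plate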
CYP2C9 inh: inhibitors of human CYP2C9; P11712; AID 777; inhibition, % at 5 µM; actives 20% (n = 96,000); CYP2C9 Supersomes, luciferin-H conversion, luminescence;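 active means blocking of liver enzyme CYP2C9 beyond about 50% at 5 µM, limit read from the data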; further: values of inactives mirror those of a sister screen read the other way
Target sequence (P11712 whole entry, looked up): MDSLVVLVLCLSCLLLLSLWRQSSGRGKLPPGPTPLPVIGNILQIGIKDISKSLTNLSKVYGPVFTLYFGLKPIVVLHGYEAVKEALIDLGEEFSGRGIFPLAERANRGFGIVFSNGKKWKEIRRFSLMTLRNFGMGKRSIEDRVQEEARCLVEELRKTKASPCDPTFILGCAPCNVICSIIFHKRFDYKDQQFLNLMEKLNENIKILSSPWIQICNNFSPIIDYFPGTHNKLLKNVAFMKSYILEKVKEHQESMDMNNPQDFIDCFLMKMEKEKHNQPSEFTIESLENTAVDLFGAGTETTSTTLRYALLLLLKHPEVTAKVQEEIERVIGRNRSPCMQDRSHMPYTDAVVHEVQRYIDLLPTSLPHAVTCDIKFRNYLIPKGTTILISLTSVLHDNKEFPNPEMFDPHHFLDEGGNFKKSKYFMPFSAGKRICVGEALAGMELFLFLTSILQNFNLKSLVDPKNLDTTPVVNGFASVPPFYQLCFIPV
CYP2C9 act: CYP2C9 (human) activation; activation factor at 5 µM; recombinant CYP2C9, luciferin-H conversion, luminescence; stronger effect = higher value; factor 1 = untreated enzyme, 0 = blocked; actives 1.4% (n = 96,000);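 active means activation factor of 2 or more for CYP2C9 at a 5 µM dose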;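 further: 0 = sulfaphenazole-blocked wells and 1 = vehicle-only wells; values of inactives mirror those of a sister screen read the other way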
PostGolgi ctrl: yeast control strain growth, post-Golgi counter-screen; actives 5% (n = 98,000); efflux-deficient yeast background strain, growth absorbance A615, 16 h; inhibition, % at 10 µM
Pyk2 oligo antag: blocks oligomerization of human Pyk2 in cells; Q293 cells, Pyk2 FERM NanoBiT luminescence; stronger effect = lower value; z-score (the deposit names both 25 µM and 10 µM); actives 0.83% (n = 99,000);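 active means Z-score of -3 or lower, scaled per plate to the spread of control and sample wells; inactive means z-score above -3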;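 further: negative z-score means lost luminescence so less FERM oligomerization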
An asterisk follows results filed as active; x = no result given. Unless noted, no stated cut-off is given here; in the data, active means inhibition above about 30%; inactive means the rest.

#1 CCC(CC)C(=O)Nc1c(C)n(C)n(-c2ccccc2)c1=O
#2 O=C(CSc1ncc(-c2ccccc2)nn1)NCc1ccco1
#3 O=C(Nc1nnc(SCc2ccc(Cl)cc2)s1)c1ccco1
#4 CC1CCN(Cc2ccc(NC(=O)C3CCN(c4nnc(-n5cccc5)s4)CC3)cc2)CC1
#5 CN1CC=C2C(C#N)=C(N)C(C#N)(C#N)C(c3ccsc3)C2C1 (centres undefined)
#6 CCOC(=O)/C(C#N)=C/NC(=O)NC(C)(C)C
screen / no.	1	2	3	4	5	6
Ecoli WT expand	6	5	-17	0	4	-1
PostGolgi yeast	3	-4	9	-5	-1	-5
PTPN22 act	10	0	0	x	8	-8
PTPN22 inh 2	-6	0	-2	x	-8	10
DAT uptake mod	-0.06	-0.012	1.6	0.74	-0.9	0.21
CYP2C9 inh	51*	6	20	46	23	20
CYP2C9 act	0.5	0.9	0.8	0.5	0.8	0.8
PostGolgi ctrl	17	12	0	7	-4	-2
Pyk2 oligo antag	0.76	0.26	0.38	x	-0.75	0.05

An excerpt from above in order of the PTPN22 inh 2 value, largest number first.
# | SMILES | PTPN22 act | PTPN22 inh 2 | DAT uptake mod | CYP2C9 inh | CYP2C9 act | Pyk2 oligo antag
6 | CCOC(=O)/C(C#N)=C/NC(=O)NC(C)(C)C | -8 | 10 | 0.21 | 20 | 0.8 | 0.05
2 | O=C(CSc1ncc(-c2ccccc2)nn1)NCc1ccco1 | 0 | 0 | -0.012 | 6 | 0.9 | 0.26
3 | O=C(Nc1nnc(SCc2ccc(Cl)cc2)s1)c1ccco1 | 0 | -2 | 1.6 | 20 | 0.8 | 0.38
5 | CN1CC=C2C(C#N)=C(N)C(C#N)(C#N)C(c3ccsc3)C2C1 (centres undefined) | 8 | -8 | -0.9 | 23 | 0.8 | -0.75

Next section:
#7 COc1ccc(C2CC2/C(=N/OC(=O)c2cccs2)c2ccccc2)cc1 (centres undefined)
#8 Cc1cccc(C)c1NC(=O)C1CCCNC1 (centres undefined)
#9 O=C(c1ccncc1)c1ccc(N2CCN(C3CC(=O)N(Cc4ccccc4)C3=O)CC2)cc1 (centres undefined)
#10 COc1ccc(OC)c(-c2cc(C(=O)N3CCCc4ccccc43)no2)c1
#11 Cc1c(Br)c([N+](=O)[O-])nn1CC(=O)NCc1cccnc1
#12 O=C(CCn1cccc1)Nc1cc(F)ccc1F
screen / no.	7	8	9	10	11	12
Ecoli WT expand	-6	6	-7	-23	3	8
PostGolgi yeast	20	26	2	-2	0	2
PTPN22 act	1	-4	-1	-2	17	-8
PTPN22 inh 2	-2	2	1	1	-16	8
DAT uptake mod	-0.36	-0.69	0.82	0.21	0.12	0.94
CYP2C9 inh	94*	-7	60*	5	68*	12
CYP2C9 act	0.1	1.1	0.4	0.9	0.3	0.9
PostGolgi ctrl	40*	-8	7	37*	4	17
Pyk2 oligo antag	-0.83	0.57	-0.95	-1.5	0.25	0.99

#13 CCC(C)NC(=O)CSc1nnc(-c2cc(-c3ccc(C)cc3)nc3ccccc23)n1N (centres undefined)
#14 Cc1ccc(NC(=O)C2CCCN(S(=O)(=O)c3cnc[nH]3)C2)cc1F (centres undefined)
#15 Cc1ccc(OCc2ccc(C(=O)Nc3nccs3)o2)cc1C
#16 Cc1ccc(C(C)C)c(OCCN(C)C)c1
#17 COc1ccc2nc(C)c3cc(C)oc3c2c1
#18 COc1ccc(NC(=O)CS(=O)CC(=O)NCc2cccc(C(F)(F)F)c2)cc1 (centres undefined)
screen / no.	13	14	15	16	17	18
Ecoli WT expand	7	6	-11	-4	13	-1
PostGolgi yeast	8	2	-5	-5	-4	1
PTPN22 act	-2	13	14	-2	-2	14
PTPN22 inh 2	2	-14	-12	3	-1	-15
DAT uptake mod	0.67	-0.38	0.094	0.051	-0.34	-1.7
CYP2C9 inh	47	87*	19	-4	21	25
CYP2C9 act	0.5	0.1	0.8	1	0.8	0.8
PostGolgi ctrl	10	-2	11	0	-2	12
Pyk2 oligo antag	0.02	x	0.06	0.29	0.57	0.35

#19 CNc1nc(Nc2ccc(C(C)=O)cc2)nc(OC(C(F)(F)F)C(F)(F)F)n1
#20 CC1CN(S(=O)(=O)N(C)C)CCN1S(=O)(=O)N(C)C (centres undefined)
#21 CCOc1cc(CN2CCN(C(=O)c3ccco3)CC2)ccc1OC
#22 COc1ccccc1N1CCN(C(CNS(=O)(=O)c2ccc(C)cc2)c2cccnc2)CC1 (centres undefined)
#23 CSC1=NCCN1C(=O)Cc1cccs1
#24 COc1ccc(-c2nnc(SCC(=O)OC3CCCCC3)o2)cc1OC
screen / no.	19	20	21	22	23	24
Ecoli WT expand	-3	-1	-2	2	-10	-4
PostGolgi yeast	7	6	2	-3	-3	-4
PTPN22 act	8	5	x	0	2	-5
PTPN22 inh 2	-7	-4	x	-1	-3	6
DAT uptake mod	-5.9*	-0.071	-0.37	1.1	-0.9	-0.55
CYP2C9 inh	22	-20	-14	18	-2	-63
CYP2C9 act	0.8	1.2	1.1	0.8	1	1.6
PostGolgi ctrl	30*	6	2	4	3	7
Pyk2 oligo antag	-3.2*	0.56	0.79	-0.79	x	-0.1

#25 N#C/C=C(/N)c1ccc(Br)cc1
#26 COc1ccc(-n2nnnc2SCC(=O)Nc2cccc(C)n2)cc1OC
#27 CC1CCN(S(=O)(=O)c2csc(C(=O)Nc3ccccc3)c2)CC1
#28 O=C(O)c1ccc(COc2c(F)c(F)cc(F)c2F)cc1
#29 Cc1cc(C(=O)NCc2cccnc2)no1
#30 COC(=O)CCS(=O)(=O)c1ccc(Cl)c(Cl)c1
screen / no.	25	26	27	28	29	30
Ecoli WT expand	20	-5	-9	2	-4	1
PostGolgi yeast	8	-2	15	3	9	4
PTPN22 act	-1	0	3	13	x	-4
PTPN22 inh 2	5	1	-6	-16	x	4
DAT uptake mod	0.17	0.02	-0.5	-0.58	0.0067	-1.3
CYP2C9 inh	19	58*	28	-7	-16	-20
CYP2C9 act	0.8	0.4	0.7	1.1	1.2	1.2
PostGolgi ctrl	11	11	2	2	3	0
Pyk2 oligo antag	-0.34	0.67	-1.2	1.6	-0.43	x

#31 CCC(C)(C)n1nnnc1C(c1ccc(O)c(OC)c1)N1CCN(c2nc3ccccc3s2)CC1 (centres undefined)
#32 O=C(N/N=C/C=C/c1ccc([N+](=O)[O-])cc1)c1cccs1
#33 CCC(CCC(=O)Nc1ccc(S(N)(=O)=O)cc1)C(=O)O (centres undefined)
#34 COc1cc(OC)cc(-n2nnnc2SCC(=O)NCc2ccc3c(c2)OCO3)c1
#35 COc1ccc(CN2CC(C(=O)NCC3CCCO3)CC2=O)cc1 (centres undefined)
#36 Cc1ccccc1-c1ccc(=O)n(CC(=O)Nc2ccc(N3CCOCC3)cc2)n1
screen / no.	31	32	33	34	35	36
Ecoli WT expand	1	-5	-6	-14	-2	3
PostGolgi yeast	3	-4	-2	5	-1	-3
PTPN22 act	x	0	11	1	0	x
PTPN22 inh 2	x	2	-8	0	-2	x
DAT uptake mod	-0.62	-0.23	-0.12	-1.3	1.1	1.5
CYP2C9 inh	77*	8	7	-47	-5	12
CYP2C9 act	0.2	0.9	0.9	1.5	1.1	0.9
PostGolgi ctrl	8	3	-1	4	8	1
Pyk2 oligo antag	-1.2	-0.06	0.31	0.51	-0.08	-0.15

#37 COc1ccc(Cl)cc1NC(=O)CN(C1CCCCC1)S(C)(=O)=O
#38 CCC1(C)Cc2ccccc2-c2nc(-c3ccccc3)oc(=O)c21 (centres undefined)
#39 CC(C)(C)Nc1nc(SCc2ccccc2)nc(N2CCOCC2)n1
#40 CCCCSc1nc(C)c(C(C)=O)cc1C#N
#41 c1nc(N2CCOCC2)c2c3c(sc2n1)CCCC3
#42 CC(C)(C)c1cc2cccnc2n1Cc1cccc(Cl)c1
screen / no.	37	38	39	40	41	42
Ecoli WT expand	-4	-25	-23	7	2	17
PostGolgi yeast	-8	-2	-6	4	0	3
PTPN22 act	1	-10	-3	10	-6	3
PTPN22 inh 2	-6	12	0	-12	2	0
DAT uptake mod	-0.091	0.46	-0.56	0.78	-0.62	-0.87
CYP2C9 inh	90*	46	97*	29	24	16
CYP2C9 act	0.1	0.5	0	0.7	0.8	0.8
PostGolgi ctrl	9	9	47*	5	5	10
Pyk2 oligo antag	-0.96	-0.1	-0.54	-0.33	-1.5	0.32

#43 COc1ccc(Nc2nc(N)nc(CN3CCOCC3)n2)cc1
#44 Cc1cc(=O)[nH]c(-c2ccccc2)n1
#45 CCOc1ccc(N/N=C(/C#N)C(N)=O)cc1
#46 C=CC[N+](C)(C)C/C(Cl)=C(\Cl)c1ccccc1
#47 CCOc1ccc(N(CC)C(=O)COc2cc(=O)n(C)c3ccccc23)cc1
#48 COC(=O)CN(c1ccccc1)S(=O)(=O)c1ccc(F)cc1
screen / no.	43	44	45	46	47	48
Ecoli WT expand	1	-11	0	-2	5	-3
PostGolgi yeast	10	24	104*	-3	-9	-1
PTPN22 act	17	21	16	12	x	0
PTPN22 inh 2	-19	-21	-13	-9	x	-3
DAT uptake mod	-0.036	-1.2	-1.9	0.61	0.82	-0.42
CYP2C9 inh	-15	5	0	55*	70*	x
CYP2C9 act	1.2	0.9	1	0.5	0.3	x
PostGolgi ctrl	8	4	90*	0	11	2
Pyk2 oligo antag	0.09	1.8	0.4	0.25	x	-0.94

#49 c1ccc(-c2nnc(N3CCOCC3)nc2-c2ccccc2)cc1
#50 CCCN(CCC)CCCNC(=O)CC(C(=O)N1CCc2ccccc21)n1ccnc1 (centres undefined)
#51 Cc1[nH]c2ccccc2c1/C=N/Nc1ccc([N+](=O)[O-])cc1S(=O)(=O)Nc1ccc(Cl)cc1
#52 Cc1cc(C)c(C#N)c(OCC(=O)c2ccccc2)n1
#53 Cn1c(SCC(=O)NC2CCCCC2)nnc1-c1cc2cc(Cl)ccc2o1
#54 CCC(C)NS(=O)(=O)c1ccc(OC)c(Cl)c1Cl (centres undefined)
#55 O=C(CC(O)(C(F)(F)F)C(F)(F)F)Nc1ccc(Cl)c(Cl)c1
#56 C=CCn1c(C)cc(C(=O)CSc2nnc(Cc3ccccc3)o2)c1C
#57 O=c1[nH]c(=O)n(Cc2ccccc2)c2c1C(C(F)(F)F)(C(F)(F)F)N=C(c1ccco1)N2
screen / no.	49	50	51	52	53	54	55	56	57
Ecoli WT expand	4	-1	-26	10	7	3	88*	-3	1
PostGolgi yeast	0	-7	2	3	18	-3	105*	82*	15
PTPN22 act	2	-1	0	6	1	0	6	-2	6
PTPN22 inh 2	-5	-1	-1	-8	1	0	-2	2	-4
DAT uptake mod	0.16	0.58	-1.6	-0.76	0.38	0.011	-6.3*	-0.38	1.4
CYP2C9 inh	5	-10	22	22	32	-36	65*	-43	46
CYP2C9 act	1	1.1	0.8	0.8	0.7	1.4	0.3	1.4	0.5
PostGolgi ctrl	54*	3	13	20	-1	15	97*	96*	3
Pyk2 oligo antag	0.3	0.42	-3.4*	-0.93	-0.26	0.39	-2.6	1.7	-3.5*

Source: PubChem (several laboratories)
